Screening data deposited in PubChem BioAssay by several laboratories.
CSM14.1 death rescue: rescue of cells from ER stress-induced death, primary screen, 384-well, CSM14.1, thapsigargin, ATP luminescence (AID 1222); CSM14.1 thapsigargin-induced death rescue, ATP luminescence; higher % means a stronger effect; one-dose cellular ATP content (survival), % at 20 µM; EC50 in µM for titrated hits; 190,000 tested, under 10 active;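 active means EC50 below 50 µM in the dose-response confirmation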;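 further: death triggered by thapsigargin at about 15 µM added after 2 h compound pretreatment; cell ATP read after overnight thapsigargin exposure of roughly 18 to 22 hours; normalized against plate controls of thapsigargin alone and 5% DMSO vehicle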
T cell HTS: T cell immune modulation candidate; 2C CD8+ T cell-vesicle binding, flow cytometry; hits give low values; calls only at 7 µM; 0.068% of 330,000 active;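 active means response, share of CD8 T cells binding vesicles, and their 90th percentile fluorescence all below set limits, cut at about 80% in these data, passing the limit was not always enough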
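incubation = binding step 1.5 h, 37 °C, antibody labelling 20 min, ice | test system = 2C mouse CD8+ T cells | read-out basis = percent CD8+ FL2 mean versus row control | controls = Peptide-free naked vesicles (low) and QL9 vesicles with 0.7% DMSO vehicle (high) | detection = flow cytometry of vesicle-bound cells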
b-catenin transl: modulators of beta-catenin nuclear translocation. HeLa beta-catenin nuclear translocation, immunofluorescence imaging. nuclear translocation activity, % at 5 µM. 0.3% of 190,000 active. AID 1665;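 active means nuclear translocation activity above 50% at 5 µM, with a well cell count of 50 or more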;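 further: per-cell ratio of nuclear to cytoplasmic median beta-catenin stain intensity; plate controls were DMSO negative control for no effect and GSK-3 inhibitor IX positive control for full effect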
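Read-out: Nuclear/cytoplasmic beta-catenin signal ratio, % activation | Assay system: Human HeLa cell line | Times: 24 h compound exposure at 37°C, 5% CO2 | Signal: Fluorescence imaging of beta-catenin antibody stain plus DAPI | Dosing: 5 µM primary, 0.02–20 µM confirmation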
MT stabilizer: stabilizes microtubules in HeLa cells; AID 2205; % tubulin-high responders, % at 10 µM; 0.83% of 200,000 active; HeLa tubulin immunostaining HCS, 24 h; share of cells brighter than vehicle mean+2SD;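 active means plate Z-score above 3 for both tubulin-high and condensed-nucleus cell shares, with cell loss under 80%, at 10 µM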;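 further: anti alpha tubulin signal scored within the nucleus-defined area of each cell; some results filed as inactive read as strong as hits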
Lipid droplet: modulators of hepatic lipid droplet formation; AML12 mouse hepatocytes, oleate lipid droplets, BODIPY imaging; inhibition, % at 6.5 µM; 0.4% of 240,000 active;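 active means lipid droplet intensity inhibited by at least 50%, with more than 500 cells counted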
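Material – AML12 mouse liver cells · Also added – oleate loading, 100 µM · Compound dosing – 6.5 µM single-point dosing · Times – overnight treatment with compound plus oleate · Measured by – fluorescence imaging, 20x objective, two fields per well · Read-out – percent inhibition of filter-corrected integrated lipid droplet intensity per well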
Autophagy HCS: modulators of autophagy | MEF GFP-LC3 puncta imaging; test concentration mostly 10 µM | calls only at 10 µM (by protocol) | 0.98% of 190,000 active | AID 463193;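 active means percentage of spot-positive cells more than 3 SD above its plate mean, without a fluorescence outlier flag or 80% toxicity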;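 further: spot-positive cell cutoff set from DMSO-treated cells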
Salmonella PhoP GFP: inhibitors of PhoP regulon expression, primary screen, Salmonella Typhimurium, GFP reporter (AID 1863) | 0.16% of 300,000 active | S. Typhimurium PhoP-regulated promoter GFP reporter, 4 h; higher % means a stronger effect | one-dose inhibition, % at 50 µM; IC50 in µM for titrated hits;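 active means inhibition over 29.93%, a cutoff 3 SD above the screen mean, later confirmed by dose response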;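 further: 0% = low Mg2+ inducing control and 100% = high Mg2+ repressing control; strong numbers were not always called active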
Insulin prom up: MIN6 insulin promoter up-regulation | MIN6 insulin promoter-GFP reporter, high-content imaging; hits give high values | z-score at 5 µM | 0.3% of 190,000 active | AID 1625;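 active means z-score above 3 at 5 µM with at least 500 cells counted in the well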
Dynein transport: dynein cargo transport inhibition; 3617.4 mouse cells, GR-EGFP nuclear translocation imaging; test concentration mostly 20 µM; stimulated with dexamethasone, 1 µM; hits give low values; 0.47% of 220,000 active; z-score, hits read low;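 active means plate z-score of nuclear minus cytoplasmic receptor signal below a set negative limit, without overly bright fluorescence or cell loss, cut at about -3.5 in these data, passing the limit was not always enough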;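 further: z-score of nuclear minus cytoplasmic ring GR-EGFP intensity difference per well; some compounds called inactive have numbers as strong as hits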
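Buffer or medium: tet-free medium with charcoal-stripped serum / Also added: dexamethasone agonist, 1.0 µM final, for 30 min / Timing: induction 48 h, compound 1 h, agonist 30 min / Measured by: high-content fluorescence imaging after fixation / Read-out: nuclear-to-cytoplasmic GR-EGFP distribution per well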
Dynein transport cytoplasmic EGFP: further read-out of Dynein transport, marked with its call; z-score; measured here: cytoplasmic GR-EGFP intensity; hits give high values
Dynein transport nuclear GR-EGFP: also measured in Dynein transport; calls as there; z-score; measured here: nuclear GR-EGFP intensity;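 lower value marks the stronger effect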
Dynein transport cell count: recorded beside Dynein transport, whose call it bears; z-score; measured here: cell count per field
Insulin prom up cell count: further read-out of Insulin prom up, marked with its call; cell count; measured here: cytotoxicity, nuclei count;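 total cells summed across four imaged fields per well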
Lipid droplet cells 6.5 µM: further read-out of Lipid droplet, marked with its call; cell count; measured here: cell count, cytotoxicity flag;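 cells counted across two imaged fields per well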
b-catenin transl cell count 5 µM: second read-out of b-catenin transl, no call of its own (marks repeat the call); cell count; measured here: cell count, cytotoxicity flag
T cell HTS vesicle-bound %: further read-out of T cell HTS, marked with its call; double positive events, %; measured here: CD8+ vesicle-bound cell fraction;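 binding gate set so that unloaded-vesicle control wells show 10% double positive cells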
MT stabilizer Hoechst-high %: further read-out of MT stabilizer, marked with its call; % Hoechst-high responders; measured here: nuclear condensation Hoechst responders;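 share of cells brighter than vehicle mean plus two SD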
MT stabilizer cytotoxicity %: further read-out of MT stabilizer, marked with its call; toxicity, %; measured here: cytotoxicity by cell density;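 0% = mean cell density of plate MIN control wells and 100% = no cells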
Autophagy HCS cell loss 18 h: further read-out of Autophagy HCS, marked with its call; toxicity, %; measured here: cell loss, nuclei count;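 cell loss after 18 h compound exposure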
Numbers without * were called inactive; i = inactive; x = no result given.

SMILES	CSM14.1 death rescue	T cell HTS	T cell HTS vesicle-bound %	b-catenin transl	b-catenin transl cell count 5 µM	MT stabilizer	MT stabilizer Hoechst-high %	MT stabilizer cytotoxicity %	Lipid droplet	Lipid droplet cells 6.5 µM	Autophagy HCS	Autophagy HCS cell loss 18 h	Salmonella PhoP GFP	Insulin prom up	Insulin prom up cell count	Dynein transport	Dynein transport cytoplasmic EGFP	Dynein transport nuclear GR-EGFP	Dynein transport cell count
O=C(CCCn1cnc([N+](=O)[O-])n1)Nc1cc(Cl)ccc1O	1.1%	i	47	-0.8	1107	1.1	1.5	2.1	-2	729	i	6	0%	-0.15	1385	-0.75	-0.28	-0.47	0.51
O=C(Cn1ccccc1=O)c1cccs1	-0.9%	i	22	2.0	1242	1.9	2.5	5.3	x	x	i	1	-3%	-0.41	902	0.1	-0.21	0.19	0.2
CN(C)C(=O)N1CCNCC1	-0.8%	i	39	2.9	955	2.2	1.0	5.9	6	691	i	2	-7%	0.1	1646	-0.29	0.31	0.22	0.83
COc1ccc(S(=O)(=O)N2CCC(C(N)=O)CC2)cc1	x	i	47	x	x	5.3	3.0	6.8	x	x	i	7	x	x	x	-0.61	-0.25	-0.22	0.25
Cc1[nH]c2ccccc2c1CCNC(=O)c1ccc2c(c1[N+](=O)[O-])C(=O)c1ccccc1C2=O	0.9%	i	59	1.1	1341	2.9	0.9	7.2	x	x	i	-16	2%	0.02	1506	-1.8	0.14	-0.6	0.014
Cc1ccc(CS(=O)(=O)c2ccccc2-c2nnc(-c3ccc(Cl)cc3)o2)cc1	-0.1%	i	40	0.4	1305	6.9	10	19	x	x	i	31	-6%	-0.83	1665	-0.15	-0.17	0.13	0.59
COc1ccc(CC(=O)OCC(=O)Nc2cc(S(=O)(=O)N3CCOCC3)ccc2N2CCCC2)cc1	-1.1%	i	5	-4.5	1120	5.2	2.2	1.3	-14	656	i	-9	4%	-0.17	1241	0.77	-0.29	0.9	-1.6
COc1ccc(C(=O)NCC(c2cccnc2)N2CCN(c3ccc(F)cc3)CC2)cc1OC (stereo unspecified)	-1.8%	i	50	-0.6	1041	3.2	1.7	6.8	6	722	x	x	8%	-0.39	1213	1.4	0.065	1.2	-1.4
CCC(=O)NC(Nc1cc(C)cc(C)n1)(C(F)(F)F)C(F)(F)F	-0.5%	i	39	-2.4	1133	3.2	2.2	4.4	-9	709	i	30	-6%	0.02	1218	-0.26	-0.22	-0.2	1.2
CC(C)Cc1nc2ccc(N)cc2[nH]1	-0.9%	i	34	-1.4	1089	2.0	2.0	0.5	6	713	i	4	32%	0.06	1418	0.19	-0.4	-0.49	1.3
C=C(C)CSc1cc(C)nc2c(-c3ccccc3)c(C)nn12	x	i	0	1.2	1232	x	x	x	x	x	x	x	-4%	-0.74	1310	-0.46	-0.25	-0.43	0.97
COC(=O)c1ccc(CSc2nnc(CNC(=O)c3cccs3)o2)o1	-0.2%	i	50	-3.5	1186	2.3	0.4	3.8	0	788	i	-4	-7%	-0.33	903	1.1	0.28	1.3	0.17
O=C(Nc1ccc(N2CCN(C(=O)c3ccco3)CC2)cc1)c1cccnc1Cl	3.2%	i	67	-0.6	1016	3.6	1.8	4.7	0	701	i	1	x	-0.08	1646	0.33	-0.11	0.72	-0.89
N#CCSc1nnc2sc3ccccc3n12	-0.7%	i	51	-2.0	1223	4.6	2.4	13	x	x	i	5	8%	1.9	930	0.88	0.031	0.62	1
CCOc1ccc(NC(=O)Cn2nnc(-c3ccccc3NC(=O)c3cccs3)n2)cc1	0.3%	i	47	x	x	1.8	1.1	6.6	9	760	i	-5	3%	0.02	885	2.4	0.3	2.7	-2.1
C/C(CC(=O)NC(C)C)=N\NC(=O)COc1cc(C)c(Br)cc1Br	-3.4%	i	34	-0.9	1053	2.3	1.4	1.3	-7	630	i	-8	-1%	1.2	1545	-0.8	0.62	-0.42	0.85
CC1CCCCC1NC(=O)C1CCN(S(=O)(=O)N2CCC3(CC2)OCCO3)CC1 (stereo unspecified)	-1.0%	i	51	0.4	1299	1.0	1.7	6.1	x	x	i	45	13%	-0.04	1626	1	-0.21	0.48	-0.051
C=CCn1cc(F)c(=O)n(CC=C)c1=O	-0.5%	i	47	3.3	1054	3.2	2.5	7.9	13	704	i	2	-6%	-0.62	1347	-0.52	-0.26	-0.12	0.14
CCCCN(CCCC)/C(N)=N/c1nc(C)cc(C)n1	-1.8%	i	26	-0.1	1497	2.5	2.3	4.0	x	x	i	19	-1%	-0.62	1313	-0.57	-0.29	-0.15	0.48
COc1ccc(NC(=O)CC(C(=O)O)N2CCCCC2)cc1 (stereo unspecified)	-2.4%	i	15	-8.3	1297	1.8	1.8	12	9	743	i	1	0%	-0.31	948	-0.63	0.099	0.056	0.27

Limited to Dynein transport nuclear GR-EGFP, for some of the entries so far:
Compound	Dynein transport nuclear GR-EGFP
C/C(CC(=O)NC(C)C)=N\NC(=O)COc1cc(C)c(Br)cc1Br	-0.42
C=C(C)CSc1cc(C)nc2c(-c3ccccc3)c(C)nn12	-0.43

Further compounds
SMILES	CSM14.1 death rescue	T cell HTS	T cell HTS vesicle-bound %	b-catenin transl	b-catenin transl cell count 5 µM	MT stabilizer	MT stabilizer Hoechst-high %	MT stabilizer cytotoxicity %	Lipid droplet	Lipid droplet cells 6.5 µM	Autophagy HCS	Autophagy HCS cell loss 18 h	Salmonella PhoP GFP	Insulin prom up	Insulin prom up cell count	Dynein transport	Dynein transport cytoplasmic EGFP	Dynein transport nuclear GR-EGFP	Dynein transport cell count
Cc1ccc2[nH]c(=O)cc(C(=O)OCC(=O)c3ccccc3)c2c1	-1.4%	i	33	x	x	3.5	2.1	4.0	2	683	i	-9	10%	-0.53	1212	1.6	-0.25	0.67	-0.73
O=S(=O)(NCCc1ccccn1)c1cccs1	-2.8%	i	48	x	x	12	12	96	-3	714	i	-3	2%	-0.24	1244	-0.35	-0.0081	0.15	2.1
Cc1ccc(S(=O)(=O)N2CCC(C(=O)NNC(=O)C3CC3)CC2)cc1Cl	-1.0%	i	42	-2.5	1100	4.1	1.8	7.9	10	694	i	-6	2%	0.19	1563	0.43	-0.33	0.13	-0.18
COc1ccc(NC(=O)/C(C#N)=C/c2ccc(Sc3nncn3C)c([N+](=O)[O-])c2)cc1	0.0%	i	8	-4.4	1082	4.8	1.6	3.9	-4	675	i	16	-4%	0.57	1471	-0.71	-0.24	-0.36	1.1
CC(C)(C)C1=Nn2c(nnc2-c2n[nH]c3c2CCC3)SC1	x	i	58	x	x	2.0	4.1	8.9	-4	720	i	-7	-10%	-0.16	1185	-0.56	-0.082	-0.093	-0.32
O=C(COc1cnc2ccccc2n1)NCCC1=CCCCC1	-2.2%	i	10	1.5	1279	4.8	3.1	7.4	x	x	i	5	-14%	-0.35	1396	2.3	-0.31	1.1	-0.94
COc1cccc(-c2nc(=S)c3c(o2)CCCC3)c1	0.2%	i	32	8.2	765	2.3	1.1	4.5	-22	655	i	21	8%	-0.43	1467	0.18	-0.2	0.3	-0.76
CCCCNC(=S)Nc1ccc(OC)nc1	-0.1%	i	38	0.3	1080	2.8	2.7	7.3	10	718	i	-11	-8%	-0.31	1412	0.28	-0.26	-0.2	1.2
CC(NCC(c1ccco1)N1CCCCC1)C(=O)NC1CCCC1 (stereo unspecified)	-1.2%	i	35	0.7	1128	3.9	1.1	15	-6	724	i	2	7%	-0.74	1266	-0.19	-0.34	-0.3	0.48
Cc1c(-c2ccco2)[n+](=O)c2c(n1[O-])CCCCC2	1.6%	i	28	-0.2	1133	5.2	2.4	7.0	x	x	i	2	-5%	0.19	1146	-0.92	-0.19	-0.49	0.93
Cc1nn(-c2ccc(Cl)cc2Cl)c(=O)c2ccccc12	-1.4%	i	35	-0.5	1051	5.8	4.4	97	-22	717	i	2	1%	x	x	-0.63	-0.16	-0.066	-0.071
CCc1ccccc1N1CSC2=C(C#N)C(c3cc(OC)c(OC)cc3OC)CC(=O)N2C1 (stereo unspecified)	2.2%	i	35	1.5	1107	3.8	4.9	13	-2	723	i	-7	1%	1.5	795	1.4	-0.17	0.76	-1.2
COCc1c(C(=O)N2CCN(c3ccc(C(F)(F)F)cn3)CC2)oc2ccccc12	-0.5%	i	42	-8.2	1342	3.9	1.9	6.9	8	772	i	1	5%	0.16	886	-0.4	-0.28	-0.22	0.95
Cc1ccc(C(=O)NC(=S)NCc2ccco2)cc1	-1.2%	i	62	2.0	1095	4.2	2.7	5.0	4	673	i	-8	-1%	-0.51	1096	0.62	-0.088	0.082	-0.42
N#CCC(=O)NNc1c([N+](=O)[O-])cc(C(F)(F)F)cc1[N+](=O)[O-]	x	i	26	0.2	1341	x	x	x	-1	702	x	x	4%	-0.41	1103	-0.19	-0.21	0.37	0.59
CCCNC(=S)Nc1c(C)n(C)n(-c2ccccc2)c1=O	0.0%	i	7	-0.1	1007	1.6	0.8	4.7	-3	704	i	14	-4%	-0.02	1529	-1.2	0.034	-0.45	1.5
